High-throughput results: PubChem BioAssay, National Center for Advancing Translational Sciences (NCATS)
PI5P4K alpha inh: PI5P4K alpha (human) kinase inhibition | 330,000 tested, 1.2% active | PI5P4Kalpha enzyme, ADP-Glo luminescence, 60 min; hits give low values | P48426 | max response, % | AID 652105; active means max response of -50% or lower; inconclusive means between -30% and -50%; inactive means -30% or higher; further: value at the top dose of about 77 µM; on the % scale 0 is the no-effect control and ±100 the full control effect
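Compounds were pin-transferred onto PI5P4Kalpha and substrate in HEPES pH 7.4 buffer with EGTA, CHAPS and 5% DMSO. ATP (5 microM final) started the reaction, which ran 60 minutes at room temperature before ADP-Glo detection.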
CCT modulator: cytosolic chaperonin activity modulation; activity change, % (concentration not given with the values), hits read low; 360,000 tested, 0.3% active; purified chaperonin ATPase assay, HTRF ADP detection, 30 min; in the data active means activity change below about -30%; further: on the % scale 0 is the no-effect control and ±100 the full control effect
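ATPase activity: ADP formed was measured by HTRF Transcreener (665/615 nm ratio) after 30 min at 37 deg C with 10 uM ATP. Compounds screened at one 76 uM concentration against 40 or 20 nM TRiC in Tris pH 7.4/KCl/MgCl2/DTT buffer.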
EPAC1 antagonist: EPAC1 (human) antagonism; Potency, µM (top dose mostly 115 µM), without a hit: at the highest dose activity change, negative = inhibition, most hits filed as inhibitors; EPAC1 GEF assay, Rap1b-BODIPY-GDP exchange fluorescence; 360,000 tested, 0.14% active;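 further: potency means the concentration at half of the fitted maximal effect; plate controls were vehicle for no effect and positive control for full effect; nearly all actives have a fitted effect of over 50% in size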
EPAC2 antag: blocks human EPAC2 exchange factor; 360,000 tested, 0.18% active; Potency, µM (titrated, usually from 114 µM), for the others: at the highest dose activity, negative = inhibition, usual class: inhibitors; EPAC2 GEF exchange of Rap1B-BODIPY-GDP, fluorescence; Q8WZA2; further: potency means the concentration at half of the fitted maximal effect; on the % scale 0 is the no-effect control and ±100 the full control effect; nearly all actives have a fitted effect of over 45% in size; many of its hits are not listed in these tables
Target sequence (Q8WZA2 whole entry, looked up): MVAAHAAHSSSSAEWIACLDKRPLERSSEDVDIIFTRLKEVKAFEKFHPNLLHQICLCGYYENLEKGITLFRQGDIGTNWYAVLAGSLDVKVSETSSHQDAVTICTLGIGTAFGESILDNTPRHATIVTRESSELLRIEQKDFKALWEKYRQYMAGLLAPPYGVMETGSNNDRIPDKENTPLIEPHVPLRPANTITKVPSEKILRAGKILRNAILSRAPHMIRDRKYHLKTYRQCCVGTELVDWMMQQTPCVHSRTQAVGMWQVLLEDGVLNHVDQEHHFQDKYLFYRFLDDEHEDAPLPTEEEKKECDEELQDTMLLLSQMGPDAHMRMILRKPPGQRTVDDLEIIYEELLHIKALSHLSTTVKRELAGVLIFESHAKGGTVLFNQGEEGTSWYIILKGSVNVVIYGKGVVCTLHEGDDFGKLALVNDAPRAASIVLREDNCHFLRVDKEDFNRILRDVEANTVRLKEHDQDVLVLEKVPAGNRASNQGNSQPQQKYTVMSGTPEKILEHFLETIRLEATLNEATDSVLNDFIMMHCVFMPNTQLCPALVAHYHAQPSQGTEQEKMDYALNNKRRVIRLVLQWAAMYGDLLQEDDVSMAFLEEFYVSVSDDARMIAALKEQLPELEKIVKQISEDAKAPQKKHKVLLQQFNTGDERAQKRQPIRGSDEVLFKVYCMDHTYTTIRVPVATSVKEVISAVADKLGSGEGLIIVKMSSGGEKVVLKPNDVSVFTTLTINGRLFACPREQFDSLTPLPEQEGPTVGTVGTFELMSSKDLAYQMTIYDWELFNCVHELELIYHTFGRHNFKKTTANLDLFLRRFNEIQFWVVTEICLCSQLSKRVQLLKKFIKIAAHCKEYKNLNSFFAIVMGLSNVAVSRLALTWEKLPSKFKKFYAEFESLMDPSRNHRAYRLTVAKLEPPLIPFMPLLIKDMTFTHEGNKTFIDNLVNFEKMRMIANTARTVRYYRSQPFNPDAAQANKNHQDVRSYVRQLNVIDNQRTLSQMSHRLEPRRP
Mm-Cpn inhibitor: blocks the Methanococcus maripaludis chaperonin Mm-Cpn | Potency, µM (top dose mostly 76.9 µM), for inactives: top-dose activity, negative = inhibition, most hits filed as inhibitors | 330,000 tested, 0.031% active | AID 504842 | purified Mm-Cpn ATPase, ADP Transcreener TR-FRET; further: potency means the concentration at half of the fitted maximal effect; on the % scale 0 is the no-effect control and ±100 the full control effect; nearly all actives have a fitted effect of over 80% in size
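ATP (10 uM final) was added to archaeal chaperonin (25 nM final) after 10 min exposure to test compound at 37°C; after 30 min further incubation, ADP was detected by competitive TR-FRET.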
EPAC1 agonist: activates human EPAC1 exchange factor; EPAC1 agonist qHTS, biochemical assay; response scale: 100% = response to 6.5 mM cAMP; Potency, µM (top dose mostly 154 µM), inactives show at the top dose activation, most hits filed as activators; 360,000 tested, 0.073% active; AID 720707; further: potency means the concentration at half of the fitted maximal effect; nearly all actives have a fitted effect of over 60% in size
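Normalized to 6.5 mM cAMP, activity reflects EPAC1-catalysed release of BODIPY-GDP from Rap1B, followed kinetically over 30 min at 480 nm excitation, 540 nm emission. Reaction contained 100 nM EPAC1, 250 nM Rap1B-BODIPY-GDP, 50 uM GDP.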
PLK1 PBD block: blocks phosphopeptide binding to human PLK1 polo-box domain. P53350. Plk1 PBD binding of FITC phosphopeptide, fluorescence polarization. Potency, µM, without a hit: max response, negative = inhibition, actives largely listed as inhibitors. 360,000 tested, 2.8% active. AID 720504; further: potency means the concentration at half of the fitted maximal effect; series mostly up to about 57 µM; on the % scale 0 is the no-effect control and ±100 the full control effect; nearly all actives have a fitted effect of over 65% in size
WRN inhibitor: inhibitors of human WRN helicase. 360,000 tested, 0.46% active. Potency, µM (highest dose often 114 µM), for the others: top-dose activity change, negative = inhibition, actives largely listed as inhibitors. WRN helicase unwinding, fluorescent forked duplex, kinetic; further: potency means the concentration at half of the fitted maximal effect; on the % scale 0 is the no-effect control and ±100 the full control effect; nearly all actives have a fitted effect of over 55% in size
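Fluorescence dequenching readout, ex 525 nm/em 598 nm, kinetic mode: forked duplex DNA (100 nM final) with adjacent fluorophore and quencher unwound by WRN (20 nM final) with 2 mM ATP. Compound preincubation 15 min, room temperature.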
An asterisk follows results filed as active; ? = inconclusive; nt = not tested or not shown; [ ] = dose if it differs, or a comment. Unless noted, the call rests on the fitted dose curve; in most records, active means well fitted curve in the direction sought with a large enough effect; inconclusive means small, poorly fitted or top-dose-only effect, or another doubt; inactive means no such curve, though single readings can be large; an effect the other way counts as inactive or inconclusive. A portion of the library. The share of hits here may be higher or lower than overall.

Every second line gives: PI5P4K alpha inh, CCT modulator, EPAC1 antagonist, EPAC2 antag, Mm-Cpn inhibitor, EPAC1 agonist, PLK1 PBD block, WRN inhibitor
> CC1CCc2sc(NC(=O)c3ccc(N4C(=O)CCC4=O)cc3)c(C(N)=O)c2C1 (centres undefined)
 : -22, -1.4, 0%, 3%, 0%, 5%, -3%, -31%
> Cc1cc(C)nc(N(C#N)CC(=O)N2CCC(C(N)=O)CC2)n1
 : 4, 0.4, 15%, 13%, -1%, -2%, -1%, -1%
> CCNC(=O)OCc1cn(-c2ccccc2)nn1
 : 1, -2.7, -14%, -4%, 1%, 6%, -7%, -30%
> COc1ccccc1C(=O)NCCNc1ccc([N+](=O)[O-])cc1Cl
 : 8, -1.8, 8%, 0%, 0%, 2%, -2%, -2%
> CCN(CC)C(NC(=O)c1ccccc1)C(=O)c1ccccc1 (centres undefined)
 : 3, -3.6, 1%, -2%, 0%, 10%, -7%, 0%
> O=C(NCc1ccccc1)C1=C[C@H](C2CC2)C[C@H](OCc2ccc(CO)cc2)O1
 : -25, 0.9, -2%, 1%, nt, 4%, 4%, 4%
> CC(NC(=S)Nc1ccc(OC(F)F)cc1)c1ccc(F)cc1 (centres undefined)
 : -4, 0.2, -3%, -15%, 2%, -2%, 2%, 5%
> COc1ccccc1OC1OC2COC(c3ccco3)OC2C(O)C1NC(C)=O (centres undefined)
 : 2, -0.1, -9%, 4%, -1%, 6%, -2%, -7%
> CCCN1CCC(=O)N(CCSc2ccccc2)CC1
 : 2, 1.2, 2%, 22%, 1%, -20%, -15%, -5%
> Cc1cc(C)n(C(=O)c2ccc(C)o2)n1
 : -7, -2.0, 5%, -1%, 1%, -4%, 1%, -4%
> CCN(CC(=O)NCc1ccc(F)cc1)c1ccc(S(C)(=O)=O)cc1[N+](=O)[O-]
 : -5, 1.5, 2%, 0%, -1%, 7%, -15%, -3%
> COc1ccccc1C(=O)NC(=O)COC(=O)c1cccc(NC(C)=O)c1
 : ?, -0.9, -9%, 10%, -3%, 28%, -4%, -8%
> O=C(O)C(C(=O)Oc1ccccc1)C(C(=O)O)C(=O)Oc1ccccc1 (centres undefined)
 : -3, -1.9, 1%, 5%, 0%, 4%, -4%, -8%
> Cc1ccc(-n2nc3c(c2NC(=O)c2ccc4c(c2)OCO4)CS(=O)C3)cc1 (centres undefined)
 : -2, -6.4, -14%, 2%, -1%, 1%, -6%, -11%
> Nc1c(C(=O)NCc2ccco2)nnn1CC(=O)Nc1ccc2c(c1)OCO2
 : -2, 0.2, -10%, 3%, 0%, 1%, -11%, -1%
> CC(C)(C)NC(=O)Nc1cccc(Cl)c1Cl
 : 0, -0.3, -4%, 1%, 5%, 1%, -27%, 2%
> O=C(Cn1ccc2ccccc2c1=O)NCCC(=O)N1CCN(c2cccc(C(F)(F)F)c2)CC1
 : -1, -0.2, 1%, -5%, 0%, 6%, -15%, 7%
> Cc1c(C(=O)NCc2cccnc2)oc2ccc(S(=O)(=O)N3CCC4(CC3)OCCO4)cc12
 : nt, -0.6, -6%, -2%, 0%, 4%, -18%, -3%
> O=C(O)CCS(=O)(=O)c1cccc2cccnc12
 : nt, -3.7, 2%, 2%, 0%, 15%, -6%, 5%
> O=C(NC(=S)Nc1cc(Cl)ccc1N1CCOCC1)c1ccc(-c2cccc(Cl)c2)o1
 : nt, -2.8, -11%, -8%, -2%, 7%, -6%, -10%
> O=C(NCc1ccc2c(c1)OCO2)c1ccc(S(=O)(=O)N2CCCCC2)cc1
 : -2, -1.6, -1%, 5%, 0%, -7%, -5%, 5%
> COc1ccc(S(=O)(=O)N2c3ccccc3OCC2C)cc1 (centres undefined)
 : 4, -2.9, -4%, -29%, 3%, 6%, -6%, -18%
> O=C(Nc1ccccc1F)c1ccc(Cn2cc(Br)cn2)cc1
 : 3, 2.1, -6%, -10%, 3%, 16%, -8%, -10%
> CCCC(=O)Nc1ccc(-c2nc3cc(C)ccc3o2)cc1
 : -8, -0.2, 3%, -6%, -1%, -3%, ?, 0%
> CCCCN1C(=O)C(C(=O)OCC)CC2=C1CCCC2=O (centres undefined)
 : -2, -0.9, 8%, -5%, nt, -8%, -8%, 6%
> CCc1ccc2c(c1)C1(NN=C(c3ccc(C)cc3)S1)C(=O)N2 (centres undefined)
 : -28, -0.4, -2%, -16%, 0%, 16%, ?, -30%
> CCOC(=O)c1c(C)n(C)c2cc(Br)c(C)cc12
 : nt, -0.6, 0%, -4%, 1%, 19%, -5%, -9%
> CNC(=O)C1CCN(S(=O)(=O)c2c(C)noc2/C=C/c2cccc(C)c2)CC1
 : -3, 0.5, 17%, 2%, 0%, -2%, -4%, -1%
> Cc1ccc(S(=O)(=O)N2CCN(C(=O)COC(=O)/C=C/c3ccc(F)cc3)CC2)c(C)c1
 : 2, -3.0, -28%, -2%, 0%, 10%, -6%, -2%
> COc1ccccc1C(=O)NC(=O)COC(=O)C1(C)CC1(Cl)Cl (centres undefined)
 : 1, -0.7, 8%, 1%, 0%, -2%, 2%, -7%
> COc1ccc(NC(=S)Nc2ccc3c(c2)c(=O)n(C)n3-c2ccccc2)cc1
 : -28, 2.3, 6%, 8%, nt, -15%, ?, 0%
> Cc1ccc2[nH]c(=O)c(CN(CCc3ccccc3)C(c3nnnn3Cc3ccco3)C(C)C)cc2c1 (centres undefined)
 : 1, -0.7, -15%, -13%, 0%, 5%, -3%, -14%
> CCc1ccc(N(C(=O)c2snc(C(N)=O)c2N)C(C(=O)NC2CCCC2)c2ccco2)cc1 (centres undefined)
 : -1, -0.6, 32%[activator], -11%, -3%, -12%, -6%, 1%
> O=C(Nc1cscc1S(=O)(=O)c1ccc(Cl)cc1)c1ccccc1Cl
 : 8, 0.0, -9%, -14%, -6%, 14%, -16%, -4%
> O=C1CSC(c2ccc([N+](=O)[O-])cc2)N1c1ccccc1 (centres undefined)
 : -1, -0.8, -9%, -3%, 0%, 5%, -11%, 4%
> CCOC(CCNC(=O)CCC(=O)Nc1ccc2nc(N3CCN(C)CC3)cc(C)c2c1)OCC
 : -1, -0.4, 5%, -6%, -1%, 5%, -10%, -2%
> O=[N+]([O-])c1cc2c(cc1Br)-c1ccccc1C2
 : 1, -1.1, 11%, 1%, nt, 6%, 7%, 1%
> CC(=O)Nc1nc2c(F)cccc2s1
 : -2, -1.6, 4%, -8%, nt, 8%, -4%, 1%
> COc1cccc(N2C(=O)Nc3ccc(Br)cc3C2(O)C(=O)NCCCN(C)C)c1 (centres undefined)
 : 0, -5.8, -12%, 6%, 0%, -1%, 0%, 2%
> Cc1c(C(=O)OC(C)C)sc(NC(=O)c2cnccn2)c1C(=O)OC(C)C
 : 0, 0.3, 3%, 14%, nt, -7%, -2%, -1%
> Cc1onc(-c2ccccc2Cl)c1C(=O)Nc1cccc(S(=O)(=O)N2CCOCC2)c1
 : 0, -1.0, -23%, -12%, ?, -11%, -7%, -9%
> COc1ccc(OCC(=O)O/N=C(\N)c2ccc(OC)cc2)cc1
 : 16, -0.4, 4%, -17%, 2%, 24%, -12%, -8%
> COc1ccc(Cl)cc1NC(=O)CN(C)C(=O)c1ccc2c(c1)CC(c1ccccc1)OC2=O (centres undefined)
 : -4, -1.0, -6%, 13%, -2%, 0%, 6%, -4%
> CCc1cc(=O)oc2cc(C)cc(OCC(=O)NCCN3CCOCC3)c12
 : 2, 1.6, -9%, 6%, -1%, -4%, -9%, -5%
> CCCN(CCC)CCCNC(=O)Cn1cnc2sc(C)c(S(=O)(=O)N3CCCCC3)c2c1=O
 : 1, 1.1, -23%, 11%, -2%, 0%, -11%, 17%
> CCOc1ccc(C(=O)C(CCC(CN(C)C)C(=O)c2ccc(OCC)cc2)CN(C)C)cc1 (centres undefined)
 : 0, -0.4, -5%, -1%, -1%, 1%, 27µM*, -29%
> COC(=O)c1ccc(C(c2c(C)n(C)n(-c3ccccc3)c2=O)c2c(C)n(C)n(-c3ccccc3)c2=O)cc1
 : 5, -4.6, 21%, 14%, 1%, -7%, 4%, -3%
> COc1ccc(CNS(=O)(=O)c2ccc(C)cc2)cc1
 : 0, 0.2, 0%, 4%, nt, 1%, -6%, 1%
> Cc1ccc2c(CC(=O)OC(C)C(=O)NCc3ccc4c(c3)OCO4)coc2c1 (centres undefined)
 : 0, -3.6, 6%, -1%, 2%, 14%, 3%, -7%
> OC(c1ccc(-c2ccccc2)cc1)c1ncc(-c2ccccc2F)[nH]1 (centres undefined)
 : 10, -0.9, -20%, 6%, nt, 14%, -14%, -8%

The results go on.
Every second line gives: PI5P4K alpha inh, CCT modulator, EPAC1 antagonist, EPAC2 antag, Mm-Cpn inhibitor, EPAC1 agonist, PLK1 PBD block, WRN inhibitor
> COc1ccccc1-n1c(SCC(=O)N2CCOCC2)nc(O)cc1=O
 : 4, 1.5, 10%, 26%, 0%, -9%, 4%, -2%
> c1ccc(-c2c[nH]c(-c3ccccc3)c2)cc1
 : 19, -2.7, 0%, -8%, nt, 9%, -12%, 1%
> O=C(c1ccncc1)N1N=C(C2CC2)CC1(O)C(F)(F)F (centres undefined)
 : 0, 0.1, -25%, 4%, 0%, 8%, -4%, 3%
> O=C(CCn1nnc2ccccc21)OCC(=O)c1ccc(F)cc1
 : 2, -4.1, -14%, -4%, -5%, 11%, 1%, -3%[57.1 µM]
> FC(F)(F)c1ccccc1NC(=S)Nc1cccc2cnccc12
 : -30, -2.1, -20%, -3%, -1%, 0%, 30µM*, -10%
> Cc1ccc(C)c(N(C)S(=O)(=O)c2cccc3nsnc23)c1
 : -3, -2.2, 0%, 0%, 1%, 4%, -9%, -8%
> COc1ccc(C(=O)NC(=S)NCc2ccco2)cc1
 : -14, 1.4, -24%, 2%, 0%, -1%, -25%, 1%[11.6 µM]
> OCCCCNCc1cc(Br)ccc1OCc1ccccc1
 : -11, -2.2, -12%, 11%, 1%, 0%, -19%, 1%
> O=S(=O)(Cc1ccccc1)Nc1ccc(F)cc1
 : -1, -0.8, 10%, 1%, 0%, 8%, -5%, 10%
> Cc1ccc(Nc2nc(C)cs2)cc1
 : 2, 0.9, 6%, -11%, 0%, -2%, ?, -8%
> COC(=O)C(C)(N)Cc1ccc(O)cc1 (centres undefined)
 : 1, -1.1, 13%, 2%, 1%, -1%, -17%, 7%
